EPAC1 antagonist – qHTS for Antagonist of cAMP-regulated guanine nucleotide exchange factor 3 (EPAC1): primary screen; Rap guanine nucleotide exchange factor 3 (Homo sapiens), O95398; EPAC1 GEF assay, Rap1b-BODIPY-GDP exchange fluorescence; Potency, µM (series often up to 115 µM), without a hit: at the highest dose activity change, negative = inhibition, usual class: inhibitors; actives 0.14% (n = 360,000); AID 720709, 2013;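 also: potency is read from the fitted curve at half-maximal effect; plate controls were vehicle for no effect and positive control for full effect; nearly all actives have a fitted effect of over 50% in size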
Target sequence (O95398 whole entry, looked up): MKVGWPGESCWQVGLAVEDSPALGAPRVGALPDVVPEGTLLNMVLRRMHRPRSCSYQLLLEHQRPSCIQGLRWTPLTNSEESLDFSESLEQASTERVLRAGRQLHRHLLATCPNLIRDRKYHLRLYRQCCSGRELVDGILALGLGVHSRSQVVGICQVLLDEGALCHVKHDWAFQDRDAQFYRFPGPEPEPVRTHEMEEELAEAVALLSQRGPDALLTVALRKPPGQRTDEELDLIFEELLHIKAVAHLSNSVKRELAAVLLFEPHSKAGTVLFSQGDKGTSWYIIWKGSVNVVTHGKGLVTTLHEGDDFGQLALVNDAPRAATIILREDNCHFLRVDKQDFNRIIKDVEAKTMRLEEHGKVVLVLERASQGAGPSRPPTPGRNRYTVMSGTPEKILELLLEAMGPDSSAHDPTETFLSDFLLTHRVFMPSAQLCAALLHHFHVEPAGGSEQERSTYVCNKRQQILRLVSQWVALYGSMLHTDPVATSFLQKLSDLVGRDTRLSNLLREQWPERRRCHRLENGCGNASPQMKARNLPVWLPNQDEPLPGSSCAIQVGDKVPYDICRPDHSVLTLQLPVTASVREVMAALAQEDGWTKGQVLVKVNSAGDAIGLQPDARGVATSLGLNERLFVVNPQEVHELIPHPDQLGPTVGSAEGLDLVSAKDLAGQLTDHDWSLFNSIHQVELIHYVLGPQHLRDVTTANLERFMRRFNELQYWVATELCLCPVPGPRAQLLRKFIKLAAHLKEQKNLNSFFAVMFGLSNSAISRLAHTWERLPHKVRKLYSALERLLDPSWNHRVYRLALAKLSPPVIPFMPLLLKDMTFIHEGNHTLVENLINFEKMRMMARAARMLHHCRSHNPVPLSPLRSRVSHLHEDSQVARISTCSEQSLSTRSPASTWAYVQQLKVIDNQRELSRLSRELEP
EPAC1 ag – qHTS for Agonist of cAMP-regulated guanine nucleotide exchange factor 3 (EPAC1): primary screen. EPAC1 agonist qHTS, biochemical assay; response scale: 100% = response to 6.5 mM cAMP. Potency, µM (top dose mostly 154 µM), for the others: at the highest dose activation, most hits filed as activators. actives 0.073% (n = 360,000); also: potency is read from the fitted curve at half-maximal effect; nearly all actives have a fitted effect of over 60% in size
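Nucleotide exchange assay: 100 nM EPAC1 with 250 nM Rap1B loaded with BODIPY-GDP and 50 uM GDP, room temperature. Fluorescence (480/540 nm) read every 5 min for 30 min; signal change normalized to 6.5 mM cAMP as full agonist.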
PI5P4Ka inh – qHTS for Inhibitors of phosphatidylinositol 5-phosphate 4-kinase (PI5P4K); Phosphatidylinositol 5-phosphate 4-kinase type-2 alpha (Homo sapiens), P48426; max response, %; PI5P4Kalpha enzyme, ADP-Glo luminescence, 60 min; hits give low values; actives 1.2% (n = 330,000); active = max response of -50% or lower; inconclusive = between -30% and -50%; inactive = -30% or higher; also: value at the top dose of about 77 µM; % is scaled to controls: 0 for no effect and ±100 for the full control effect
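Controls without substrate or without enzyme flank wells where PI5P4Kalpha converts substrate using 5 microM ATP (final). Incubation lasts 60 minutes at room temperature; ADP formed is read by ADP-Glo luminescence.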
Abeta rescue – qHTS for compounds that reverse cellular toxicity of Amyloid beta (A-beta) peptide in yeast: Primary Screen. yeast expressing A-beta42, growth rescue, OD600, 48 h; response scale: 0% DMSO, 100% iron-clioquinol control. Potency, µM (doses to about 46.1 µM), for inactives: at the highest dose growth rescue, most hits filed as activators. actives 0.063% (n = 410,000); also: potency is read from the fitted curve at half-maximal effect; nearly all actives have a fitted effect of over 55% in size
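Yeast growth medium received pinned compounds, then yeast cells expressing toxic A-beta were added; plates incubated at 30 C for 48 hr. Growth read as absorbance at 600 nm, normalized to DMSO and equimolar FeCl3 plus clioquinol controls.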
PLK1 PBD block – qHTS for Inhibitors of PLK1-PDB (polo-like kinase 1 - polo-box domain): Primary Screen | actives 2.8% (n = 360,000) | Plk1 PBD binding of FITC phosphopeptide, fluorescence polarization | Potency, µM, for the others: max response, negative = inhibition, most hits filed as inhibitors | AID 720504, 2013; also: potency is read from the fitted curve at half-maximal effect; series mostly up to about 57 µM; % is scaled to controls: 0 for no effect and ±100 for the full control effect; nearly all actives have a fitted effect of over 65% in size
FUS suppressor – qHTS for Suppressors of FUS Proteinopathy: Primary screen using FUS-linked yeast assay | actives 0.24% (n = 390,000) | Potency, µM (doses to about 76.6 µM), for the others: top-dose growth rescue (activation), usual class: activators | AID 1347120, 2019 | S. cerevisiae FUS-expressing, growth rescue, OD600, 24 h;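 also: potency is read from the fitted curve at half-maximal effect; plate controls were DMSO vehicle for no effect and reference control for full effect; nearly all actives have a fitted effect of over 55% in size; some results filed as inactive show a strong effect at the top dose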
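Steps: raffinose overnight preculture; dilution to OD 0.005 in 2% galactose minimal medium; compound addition (concentration series); 24hr at 30C, 99% humidity; absorbance read at 600 nm.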
IL2 activator – qHTS of IL-2 Activators; IL-2 activation reporter assay, cell-based qHTS; stimulated with anti-CD3/CD4/CD28 beads; in transgenic mouse T cells; activation, % (series mostly up to about 46 µM); actives 0.065% (n = 360,000); AID 652025, 2013; in the data active = activation above about 50%; inconclusive = mostly about 30% to 49%; also: 0% is about no effect
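Quantitative HTS in unstimulated transgenic mouse T cells, with memory T cells as non-tolerant control and PMA/ionomycin as tolerance-bypass control. Compound pretreatment lasted 60 minutes before 18 h bead stimulation; EGFP/DsRed fluorescence read.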
aSyn yeast inh – qHTS of alpha-syn Inhibitors; Yeast expressing alpha-synuclein, growth rescue, BacTiter-Glo, 24 h; Potency, µM (highest dose often 46.1 µM), inactives show at the highest dose growth rescue (activation), usual class: activators; actives 0.14% (n = 370,000); AID 652106, 2013; also: potency is read from the fitted curve at half-maximal effect; % of control where 0% means no effect; nearly all actives have a fitted effect of over 65% in size
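Screening used galactose-induced yeast with toxic alpha-synuclein levels, exposed to compound for 24 hr at 30 deg C. Cell growth, read with BacTiter-Glo luminescence, gave the measured signal.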
WRN inhibitor – qHTS for Inhibitors of WRN Helicase. Bifunctional 3'-5' exonuclease/ATP-dependent helicase WRN (Homo sapiens), Q14191. WRN helicase unwinding, fluorescent forked duplex, kinetic. Potency, µM (doses to about 114 µM), inactives show at the highest dose activity change, negative = inhibition, usual class: inhibitors. actives 0.46% (n = 360,000). AID 651768, 2012; also: potency is read from the fitted curve at half-maximal effect; % is scaled to controls: 0 for no effect and ±100 for the full control effect; nearly all actives have a fitted effect of over 55% in size
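Fluorescence dequenching readout, ex 525 nm/em 598 nm, kinetic mode: forked duplex DNA (100 nM final) with adjacent fluorophore and quencher unwound by WRN (20 nM final) with 2 mM ATP. Compound preincubation 15 min, room temperature.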
An asterisk follows results filed as active; ? = inconclusive; · = no result given; [ ] = another dose, or the depositor's remark. Unless noted, calls follow the shape of the dose curve; as a rule, active = well fitted curve in the direction sought with a large enough effect; inconclusive = small, poorly fitted or top-dose-only effect, or another doubt; inactive = no such curve, though single readings can be large; an effect the other way counts as inactive or inconclusive.

1	CN(C)c1ccc2c(=O)cc[nH]c2c1
2	COc1ccc(N2CCN(C(=O)[C@@H]3CCCN3C3=NS(=O)(=O)c4ccccc43)CC2)cc1
3	CCOc1ccc2nc(N3CCCC(C(=O)NCCCN4CC(C)CC(C)C4)C3)sc2c1 (stereo not drawn)
4	CCOC(=O)[C@]12CCC=C1N(Cc1ccc3c(c1)OCO3)C(=O)[C@H](CC(=O)NCC13CC4CC(CC(C4)C1)C3)C2
5	CCNC(=O)N1CCCC(C(=O)c2ccc3cc(OC)ccc3c2)C1 (stereo not drawn)
6	CC1=CC=CC2=NC(=O)CC(C)(C(=O)N(CC(=O)NC3CCCC3)Cc3ccc(Cl)cc3)N12 (stereo not drawn)

Screen / compound no.	1	2	3	4	5	6
EPAC1 antagonist	-1%	16%	12%	-26%	-15%	-25%
EPAC1 ag	-14%	0%	0%	-5%	-16%	0%
PI5P4Ka inh	-4	-9	-3	2	-9	3
Abeta rescue	-4%	-4%	5%	-2%	-6%	-2%
PLK1 PBD block	0%	-2%	1%	-17%	-21%	-20%
FUS suppressor	-20%	-6%	11%	?	12%	0%
IL2 activator	0.3	0.7	-3.6	-0.3	-2.0	-2.4
aSyn yeast inh	-4%	-5%	15%	2%	-4%	-1%
WRN inhibitor	8%[57.1 µM]	3%	-3%	-5%	6%	-1%

7	Cc1cc(S(=O)(=O)N2CCOCC2)ccc1OCC(=O)Nc1ccc(F)c(Cl)c1
8	O=S(=O)(Nc1ccc(-n2cnnn2)cc1)c1ccc(Cl)cc1
9	CCOC(=O)c1cc(OCC)c2c(ccc3ccccc32)n1
10	O=C(COC(=O)COc1ccc2ccccc2c1)NC1CCCc2ccccc21 (stereo not drawn)
11	COc1ccc(CC(=O)NCc2nnc(SCC(=O)Nc3nccs3)n2C)cc1
12	CC12CN(NC(=O)c3ccccc3F)C3(C#N)CC1CCC23C (stereo not drawn)

Screen / compound no.	7	8	9	10	11	12
EPAC1 antagonist	-22%	9%	-22%	-1%	-14%	4%
EPAC1 ag	-11%	-6%	-19%	-7%	0%	13%
PI5P4Ka inh	10	-6	6	2	-2	9
Abeta rescue	-21%	2%	-21%	-5%	-13%	10%
PLK1 PBD block	-3%	-1%	-8%	-4%	4%	-9%
FUS suppressor	16%	·	9%	26%	-43%	6%
IL2 activator	0.2	-2.2	0.7	-3.2	-0.1	0.9
aSyn yeast inh	-1%	-8%	10%	-13%	-1%	0%
WRN inhibitor	7%	8%	-9%	-3%	0%	-6%

3 structures out of the list, arranged by length of the SMILES, falling.
11	COc1ccc(CC(=O)NCc2nnc(SCC(=O)Nc3nccs3)n2C)cc1
10	O=C(COC(=O)COc1ccc2ccccc2c1)NC1CCCc2ccccc21 (stereo not drawn)
12	CC12CN(NC(=O)c3ccccc3F)C3(C#N)CC1CCC23C (stereo not drawn)

Screen / compound no.	11	10	12
EPAC1 antagonist	-14%	-1%	4%
EPAC1 ag	0%	-7%	13%
PI5P4Ka inh	-2	2	9
Abeta rescue	-13%	-5%	10%
PLK1 PBD block	4%	-4%	-9%
FUS suppressor	-43%	26%	6%
IL2 activator	-0.1	-3.2	0.9
aSyn yeast inh	-1%	-13%	0%
WRN inhibitor	0%	-3%	-6%

Continued:
13	C/C(=N\NC(=O)c1nnn(-c2nonc2N)c1-c1ccc2c(c1)OCO2)c1ccc(F)cc1
14	Cc1cc(C)nc(SCCN2CCCCC2)n1
15	CC(=O)Nc1ccc(S(=O)(=O)Nc2cc([N+](=O)[O-])ccc2C)cc1
16	CC(=O)N=c1sc2c3ccccc3ccc2n1C
17	Cc1cc(NC(=O)C2CCCN2C(=O)Nc2cccc(Cl)c2)ccc1-n1cnnn1 (stereo not drawn)
18	O=C1CC(N2CCN(c3ccccc3)CC2)C(=O)N1c1ccc2c(c1)OCO2 (stereo not drawn)

Screen / compound no.	13	14	15	16	17	18
EPAC1 antagonist	-19%	-2%	11%	6%	8%	-6%
EPAC1 ag	22%	8%	-2%	2%	13%	-6%
PI5P4Ka inh	0	-6	-26	·	-6	6
Abeta rescue	2%	-4%	-27%	10%	6%	-12%
PLK1 PBD block	-1%	-22%	6.7µM*	0%	-6%	-9%
FUS suppressor	20%	10%	-11%	-8%	12%	21%
IL2 activator	-2.7	-0.6	-2.1	-1.2	-2.1	1.2
aSyn yeast inh	-1%	-13%	10%	2%	-1%	0%
WRN inhibitor	5%	-3%	-30%	-7%	6%	-4%

19	O=C(Cn1c(CN2CCCCC2)nc2ccccc2c1=O)Nc1ccccc1
20	Nc1ccc2nc(CCCO)[nH]c2c1
21	NS(=O)(=O)c1ccc(CNC(=O)NC23CC4CC(CC(C4)C2)C3)cc1
22	CCOC(=O)CN(c1cccc(C(C)=O)c1)S(C)(=O)=O
23	O=C(Nc1cccc(C(=O)O)c1)/C(=C\c1ccc2c(c1)OCO2)NC(=O)c1ccccc1Cl
24	O=C(Cn1cnc2c(nnn2Cc2ccc(F)cc2)c1=O)NCc1ccco1

Screen / compound no.	19	20	21	22	23	24
EPAC1 antagonist	8%	-10%	-10%	7%	4%	-12%
EPAC1 ag	6%	0%	-2%	6%	-2%	2%
PI5P4Ka inh	·	-2	·	·	-1	·
Abeta rescue	12%	3%	-4%	29%	3%	-16%
PLK1 PBD block	3%	3%	-5%	1%	0%	-7%
FUS suppressor	-1%	-18%	16%	25%	42%	1%
IL2 activator	2.4	-0.1	-1.3	4.4	-1.1	1.4
aSyn yeast inh	1%	-2%	-2%	4%	-9%	-10%
WRN inhibitor	-3%	2%	8%	-6%	-7%	-21%

25	O=C(NCCc1ccc(F)cc1)c1ccc(S(=O)(=O)N2CCCCC2)cc1
26	O=C1c2ccccc2NC(c2cn[nH]c2-c2ccc(Cl)cc2)N1O (stereo not drawn)
27	CC(C)CC(N)c1csc(NC(=O)C(c2ccccc2)c2ccccc2)n1 (stereo not drawn)
28	CCCCCC1CCC(C(=O)N2CCOCC2)CC1 (stereo not drawn)
29	CC[C@H](C)[C@@H]1NC(=O)[C@@H](CC(C)C)NC(=O)[C@H](C(C)C)NC(=O)[C@H]2CSSC[C@H](NC1=O)C(=O)N2
30	Cc1nc2c(OCc3ccc(F)cc3)cccn2c1N(C)C(=O)CCC1CCCC1

Screen / compound no.	25	26	27	28	29	30
EPAC1 antagonist	-6%	-4%	-19%	-23%	-10%	?
EPAC1 ag	-7%	1%	-7%	0%	-12%	11%
PI5P4Ka inh	-2	-5	2	17	0	-10
Abeta rescue	-7%	-29%	7%	-6%	-3%	8%
PLK1 PBD block	0%	-13%	-18%	2%	2%	-8%
FUS suppressor	7%	25µM*	23%	27%	-17%	12%
IL2 activator	-2.4	-1.2	-0.7	0.9	-0.9	-0.8
aSyn yeast inh	10%	-16%	-26%	3%	-3%	0%
WRN inhibitor	5%	-6%	-7%	7%	17%	0%

Arranged by value in PI5P4Ka inh (ascending): some entries from above
no.	mol	PI5P4Ka inh
15	CC(=O)Nc1ccc(S(=O)(=O)Nc2cc([N+](=O)[O-])ccc2C)cc1	-26
2	COc1ccc(N2CCN(C(=O)[C@@H]3CCCN3C3=NS(=O)(=O)c4ccccc43)CC2)cc1	-9
23	O=C(Nc1cccc(C(=O)O)c1)/C(=C\c1ccc2c(c1)OCO2)NC(=O)c1ccccc1Cl	-1
29	CC[C@H](C)[C@@H]1NC(=O)[C@@H](CC(C)C)NC(=O)[C@H](C(C)C)NC(=O)[C@H]2CSSC[C@H](NC1=O)C(=O)N2	0

New compounds follow.
31	COc1ccc(/C=N\N2CCN(Cc3ccccc3Cl)CC2)cc1
32	O=C(NC(c1ccccc1)c1ccsc1)C1CCN(CCOc2ccc(Cl)cc2Cl)CC1 (stereo not drawn)
33	Nn1c(SCC(=O)Nc2nccs2)nnc1C1CC1
34	O=C1COc2ccc(S(=O)(=O)NCCc3ccc(Cl)cc3)cc2N1
35	CCOc1ccc(Br)cc1CSC(=N)N
36	CCOC(=O)C1=C(COC(=O)Cc2ccc(Cl)cc2)NC(=O)NC1C (stereo not drawn)

Screen / compound no.	31	32	33	34	35	36
EPAC1 antagonist	-17%	-9%	19%	13%	4%	-2%
EPAC1 ag	-4%	10%	5%	-1%	5%	-5%
PI5P4Ka inh	5	12	-2	6	1	3
Abeta rescue	-12%	-13%	12%	14%	23%	17%
PLK1 PBD block	6%	-9%	?	-1%	-8%	4%
FUS suppressor	-13%	26%	-5%	13%	·	5%
IL2 activator	-0.3	-0.6	-4.1	-0.8	-0.4	-0.2
aSyn yeast inh	3%	-29%	3%	-5%	0%	1%
WRN inhibitor	1%	4%	-2%	5%	-8%	-1%

37	CCOC(=O)c1cnc(SCC(=O)NCc2ccco2)nc1N
38	CCCCC(=O)NC(c1ccc(N(CC)CC)cc1)c1ccc2cccnc2c1O (stereo not drawn)
39	CC(CCn1cccn1)NC(=O)CCc1nnc(C2CCCCC2)o1 (stereo not drawn)
40	CCOC(=O)c1nnc(-c2ccc(C)cc2)nc1N1CCSCC1
41	Cc1ccc(C(=O)N/C(=C\c2sccc2C)C(=O)NCCCN2CCOCC2)cc1

Screen / compound no.	37	38	39	40	41
EPAC1 antagonist	-16%	-18%	-1%	?	5%
EPAC1 ag	3%	-19%	-6%	14%	6%
PI5P4Ka inh	-4	-3	-5	-1	-1
Abeta rescue	0%	-35%	-5%	18%	-1%
PLK1 PBD block	-2%	-8%	5%	-11%	-4%
FUS suppressor	4%	?	-30%	11%	5%
IL2 activator	-2.7	-0.1	-2.1	-1.9	-3.1
aSyn yeast inh	2%	1%	6%	2%	-2%
WRN inhibitor	2%	1%	-1%	-27%[57.1 µM]	-5%

Screening results as filed in PubChem BioAssay.
